Assay outcomes from PubChem BioAssay.
MBD2 inh = blocks human MBD2 binding to methylated DNA | Q9UBB5 | TR-FRET, MBD2 binding to methylated oligonucleotide | inhibition, % at 4.4 µM | hit rate 0.31% among 370,000 | AID 686964; in the data active = inhibition above about 13%
UHRF1 binding = human UHRF1 methylated DNA binding inhibitors; UHRF1 binding to methylated oligo, TR-FRET; hit rate 0.75% among 370,000; Q96T88; inhibition, % at 4.4 µM; in the data active = inhibition above about 21%;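 also: UHRF1 SRA domain binding a hemimethylated CpG hairpin DNA probe; 0% = median of test compound wells and 100% = reference inhibitor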
KLK7 zymogen act = proKLK7 (human) activation, primary screen. P49862. purified proKLK7, EDANS-DABCYL substrate fluorescence; 100% is mature enzyme control, 0% vehicle. activation, % at 7 µM. hit rate 0.9% among 370,000. AID 652039;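 active = activation above the mean of all tested compounds plus 3 SD, computed per campaign excluding outliers beyond control limits, cut at about 13% in these data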
Tn7 DDE FP = DD(E)-Tn7 binding inhibition, primary FP screen; FP displacement of FITC-Tn7 peptide from fibrin DD(E); 0% = median of compound wells per plate; P02675; AID 720508; inhibition, % at 8.3 µM; hit rate 0.13% among 370,000;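 active = inhibition above the mean of compounds falling within the control limits plus 3 SD of them, cut at about 14% in these data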;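 also: 0% = plate median of compound wells and 100% = 10 µM Aha-Tn7 peptide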
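Test system – human fibrin DD(E) · Times – 10 min preincubation, 3 h with tracer, room temperature · Detection – fluorescence polarization of the labelled Tn7 tracer · Measure – percent inhibition normalized to high-control wells · Benchmarks – high control wells with 10 µM unlabelled Aha-Tn7 peptide (full inhibition) · Repeats – singlicate testing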
PLC-beta3 inh = blocks human PLC-beta3 enzyme activity; Q01970; Purified PLC-beta3, fluorogenic substrate, fluorescence; inhibition, % at 12.2 µM; hit rate 0.18% among 370,000; AID 720704; in the data active = inhibition above about 11%;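 also: 0% = median of compound wells on plate and 100% = full blocker control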
Tn6 DDE FP = inhibitors of Tn6 peptide binding to human fibrin DD(E); AID 720509; Fibrin DD(E) TRITC-Tn6 fluorescence polarization displacement; P02675; inhibition, % at 8.3 µM; hit rate 0.21% among 370,000;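 active = inhibition above a per-campaign cutoff: mean of compounds within control limits plus 3 SD, cut at about 15% in these data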;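 also: 0% = median of all compound wells on the plate and 100% = blocking peptide control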
ASAP1 GAP inh = blocks human ASAP1-stimulated Arf1 GTP hydrolysis; GDP FP detection; hit rate 0.19% among 360,000; inhibition, % at 16.5 µM; Q9ULH1; in the data active = inhibition above about 25%;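 also: 0% = vehicle with enzyme and substrate and 100% = no enzyme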
ADAM17 inh = ADAM17 inhibition, QFRET primary screen | hit rate 0.83% among 370,000 | inhibition, % at 6.95 µM | recombinant ADAM17, EDANS/DABCYL FRET peptide cleavage | P78536;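 active = inhibition above the mean of compounds lying between control limits plus 3 SD, set per campaign, cut at about 8.5% in these data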;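 also: 0% = DMSO-only wells as the low control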
PLC-gamma1 inh = inhibitors of human phospholipase C gamma1 | inhibition, % at 12.2 µM | hit rate 0.84% among 370,000 | purified PLC-gamma1, fluorogenic substrate, fluorescence; in the data active = inhibition above about 9.5%
ARFGAP1 inhibitor = inhibits rat ARF GTPase activating protein 1. Arfgap1-stimulated ARF1 GTP hydrolysis, GDP FP detection. AID 651572. inhibition, % at 16.5 µM. hit rate 0.26% among 360,000. Q62848;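 active = inhibition above a per-plate limit, mean inhibition of low control wells plus 3 SD, cut at about 25% in these data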;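 also: 0% = DMSO wells with enzyme and 100% = wells lacking Arfgap1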
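Repeats: one replicate per compound; assay system: rat Arfgap1 catalytic domain, aa 1-136; times: enzyme reaction 120 min at 25 °C after 20 min preincubation; detection: FP of antibody-bound GDP Alexa 633 tracer, ex 620/em 688 nm; benchmarks: high control wells lacking Arfgap1, low control full reaction with DMSO; reagent: human ARF1(Δ1-17)-GTP substrate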
Numbers without * were called inactive.

SMILES	MBD2 inh	UHRF1 binding	KLK7 zymogen act	Tn7 DDE FP	PLC-beta3 inh	Tn6 DDE FP	ASAP1 GAP inh	ADAM17 inh	PLC-gamma1 inh	ARFGAP1 inhibitor
CCCNc1c(NS(=O)(=O)c2c(F)c(F)c(F)c(F)c2F)c(=O)oc2ccccc12	-5	0	0.2	3	-8	-6	0	-7	-4	-4
CCOc1ccccc1-n1c(SCC(N)=O)nnc1-c1ccccc1	-2	0	-0.2	10	2	4	3	-3	0	-2
COc1cc(Cl)c(C)cc1NC(=O)CNC(C)c1ccccc1OC (configuration not stated)	3	-2	0.0	2	-3	-7	0	-2	2	3
CCN(CC(=O)Nc1c(F)cccc1F)C(=O)CCNC(=O)c1ccc([N+](=O)[O-])cc1	3	3	-0.3	-3	-10	-6	18	-7	-4	16
CCSCc1nnc(SCC(=O)Nc2cccc(C(C)=O)c2)n1C	-2	-1	0.6	6	-5	7	-11	-5	0	5
CCOC(=O)c1ccc(NC(=O)NCc2ccncc2)cc1	1	0	0.0	2	1	2	2	0	2	0
Cc1nn(C)cc1/C=N/NC(=O)CSc1ccccn1	4	-1	0.2	3	-5	-5	10	-6	1	-1
COc1ccc(OCc2cc(C(=O)NC3CCOC(C)(C)C3)no2)c2ccccc12 (configuration not stated)	3	4	0.6	0	-28	1	9	-6	-12	-1
COc1c(OC)c(O)c2c(=O)c(O)c(-c3ccccc3)oc2c1OC	-2	-1	0.1	0	1	3	0	-1	1	13
O=C(NCCS(=O)(=O)c1ccc(Br)cc1)c1ccc(F)cc1	4	0	0.9	1	-3	-2	0	-9	1	1
CC1=CC(C)(C)n2c(O)c(N=NC(N)=S)c3c(C)ccc1c32	-5	0	-0.2	-1	2	-4	-1	-1	9	6
O=C(CSc1nc2c(c(=O)[nH]1)CCC2)Nc1ccccc1Cl	-3	-1	-0.2	4	-6	3	2	-2	0	16
CN1CCCCC(NC(=O)c2cccc(F)c2)C1=O (configuration not stated)	5	1	0.0	-7	3	0	11	-3	0	2
NC(=O)c1c(NC(=O)C2CCCO2)sc2c1CCC2 (configuration not stated)	1	-3	-0.1	-6	-10	1	5	-6	-8	4
COC(=O)[C@H](Cc1ccccc1)NC(=O)Cn1cnc2c(NCc3ccccc3)ncnc21	4	-1	0.1	-4	1	-1	-4	-4	1	-9
CSCCC(NC(=O)c1cc(C)oc1C)C(=O)O (configuration not stated)	-3	-1	0.0	1	-2	5	1	-6	2	3
CC(C)/C=C1\CCCCC1N(C)C(=O)NC(C)C (configuration not stated)	-1	-2	0.0	3	2	-3	-4	-1	2	-9
COc1ccc(C(=O)NCC(=O)NCCc2c[nH]c3ccccc23)cc1OC	-1	-1	-0.4	-2	-7	-6	12	-5	-2	2
O=C(NC1CCCCC1)C(c1ccncc1)N(C(=O)c1csnn1)c1cccc(F)c1 (configuration not stated)	-6	3	-0.3	1	3	-1	-4	1	5	-4
CCOC(=O)N1CCN(C(=O)Cn2nc(-c3ccc(Cl)cc3)ccc2=O)CC1	-5	-3	-0.8	-2	1	1	15	-2	6	-5
Cc1nn2c(COc3ccc(NC(=O)C(C)C)cc3)nnc2c2ccccc12	-1	-5	-0.2	-3	-6	-6	-11	-3	0	-5
Cc1cc(NC(=O)COC(=O)C2CC(=O)N(c3ccccc3Cl)C2)no1 (configuration not stated)	1	1	0.1	-2	-6	-3	-7	0	1	9
C[C@H]1CN([C@@H](C)CO)C(=O)CCCn2cc(nn2)CO[C@@H]1CN(C)C(=O)c1ccc(N2CCN(C)CC2)cc1	3	-1	-0.4	-6	3	1	-3	-1	3	0
CCc1cc2c(=O)n(-c3ccccc3)c(SCC(=O)O)nc2s1	3	8	-0.2	7	-10	-1	-9	-2	-1	-5
C[C@@H]1CCCCO[C@H](CN(C)S(=O)(=O)c2cn(C)cn2)[C@@H](C)CN([C@H](C)CO)C(=O)c2cc(NC(=O)CCCN(C)C)ccc2O1	3	8	0.1	0	1	6	-1	-7	-1	-3

Some of the entries above in another layout:
structure | MBD2 inh | UHRF1 binding | KLK7 zymogen act | Tn7 DDE FP | PLC-beta3 inh | Tn6 DDE FP | ASAP1 GAP inh | ADAM17 inh | PLC-gamma1 inh | ARFGAP1 inhibitor
CCCNc1c(NS(=O)(=O)c2c(F)c(F)c(F)c(F)c2F)c(=O)oc2ccccc12 | -5 | 0 | 0.2 | 3 | -8 | -6 | 0 | -7 | -4 | -4
CN1CCCCC(NC(=O)c2cccc(F)c2)C1=O (configuration not stated) | 5 | 1 | 0.0 | -7 | 3 | 0 | 11 | -3 | 0 | 2
Cc1nn(C)cc1/C=N/NC(=O)CSc1ccccn1 | 4 | -1 | 0.2 | 3 | -5 | -5 | 10 | -6 | 1 | -1
Cc1cc(NC(=O)COC(=O)C2CC(=O)N(c3ccccc3Cl)C2)no1 (configuration not stated) | 1 | 1 | 0.1 | -2 | -6 | -3 | -7 | 0 | 1 | 9
CCOc1ccccc1-n1c(SCC(N)=O)nnc1-c1ccccc1 | -2 | 0 | -0.2 | 10 | 2 | 4 | 3 | -3 | 0 | -2
CCc1cc2c(=O)n(-c3ccccc3)c(SCC(=O)O)nc2s1 | 3 | 8 | -0.2 | 7 | -10 | -1 | -9 | -2 | -1 | -5

(next part)
SMILES	MBD2 inh	UHRF1 binding	KLK7 zymogen act	Tn7 DDE FP	PLC-beta3 inh	Tn6 DDE FP	ASAP1 GAP inh	ADAM17 inh	PLC-gamma1 inh	ARFGAP1 inhibitor
CCCn1c(N)c(Sc2ccc(C)cc2)c(=O)n(CCC)c1=O	1	3	0.2	-3	-4	4	1	-5	3	-4
COC(=O)Cc1cc(=O)[nH]c(/N=C(\N)Nc2cccc(C)c2)n1	-7	-2	-0.9	-2	0	0	-17	-2	0	5
O=C(/C=C/c1ccco1)N(Cc1ccccc1F)C1CCS(=O)(=O)C1 (configuration not stated)	-2	1	0.6	2	-14	-5	-3	0	-8	-10
O=C(O)CNC(=O)CCn1nnc2ccccc2c1=O	4	-1	-0.1	7	-10	-1	8	-8	-2	-1
CCC(Oc1ccccc1)C(=O)Nc1ccccc1C(=O)N1CCCCC1 (configuration not stated)	5	1	-0.5	5	-4	6	7	0	4	-6
COc1ccc(CCNC(=O)N2c3ccccc3Sc3ccccc32)cc1	2	2	-0.8	4	-1	6	7	4	3	2
COc1ccc(S(=O)(=O)N2CCOC2CNC(=O)C(=O)NCCc2ccccc2OC)cc1 (configuration not stated)	-3	-3	1.1	0	0	1	-2	-2	1	-7
O=C(/C=C/c1ccccc1)NC(=S)Nc1ccccc1C(=O)NC1CCCCC1	-1	2	0.2	1	0	5	-8	-3	-1	-4
Clc1ccccc1N1CCN(c2ncnc3nc[nH]c23)CC1	3	0	-0.4	0	-3	-3	2	-3	0	6
O=C(c1ccco1)N(Cc1cccc(Br)c1)C1CCS(=O)(=O)C1 (configuration not stated)	-1	-1	-0.2	-2	-3	10	-6	3	5	3
C/C(=N/NC(=O)CNC(=O)COc1ccccc1)c1ccco1	2	9	-0.6	-5	-18	-9	-2	-6	-13	-1
CC(C)C(OC(=O)c1ccco1)C(=O)NC1CCCCC1 (configuration not stated)	-4	1	0.0	9	-1	1	-5	4	3	4
Cc1nc(N(C)C)c2sc(=S)n(Cc3ccccc3)c2n1	-2	1	0.2	1	1	3	15	0	1	2
CCC(c1nc2ccccc2[nH]1)N(Cc1cccnc1)C(=O)c1cc(-c2ccccc2)on1 (configuration not stated)	-4	-3	-0.3	-2	0	3	13	4	2	2
Cc1ccc(CN2CCN(Cc3cnc(C)[nH]3)CC2CCO)cc1 (configuration not stated)	-3	-2	-0.4	0	2	11	-2	-2	0	8
O=C1CSC(=Nc2ccc(Cl)cc2)N1Cc1ccco1	3	4	-0.1	4	-8	4	0	-3	-3	6
Clc1ccc(CN2CCN(c3ccccc3)CC2)cn1	4	6	0.6	-7	1	7	-3	-2	2	9
Cc1ccc(-n2c(C)nnc2SCC(=O)N(C)c2c(N)n(Cc3ccccc3)c(=O)[nH]c2=O)cc1	-1	-1	0.1	-3	-4	0	-5	-9	-1	6
CCOc1cc(NC(=O)c2ccco2)c(OCC)cc1NC(=O)COc1ccccc1	-3	-1	-0.7	-2	0	7	-7	-5	-5	0
O=C(O)COc1c(-c2ccco2)oc2ccccc2c1=O	-3	7	2.6	-7	-81	-4	-13	-83	-78	3
CC(NC(=O)CN(C)Cc1cccc(F)c1)c1ccccc1 (configuration not stated)	-2	-3	0.4	1	-4	-2	-9	-3	3	-5
Cc1ccccc1C(=O)N1CCC(C(=O)NN2C(=O)NC3(CCCCC3)C2=O)CC1	-1	2	0.2	6	-6	0	-4	-4	1	-11
CCCC(=O)Nc1ccccc1NC(=O)c1ccc(OC(C)=O)cc1	2	-1	-0.2	2	-5	-1	0	-2	1	1
O=C(CC(C(=O)O)P(=O)(c1ccccc1)c1ccccc1)c1ccc(Br)cc1 (configuration not stated)	1	0	0.3	1	-5	-5	-8	0	1	-1
O=c1c2ccccc2c(/C=N/c2nnc(Cc3ccccc3)s2)c(O)n1-c1ccc(Cl)cn1	-2	0	0.8	-2	-229	-4	-2	-38	-166	4
CCn1cc(/C=C/C(=O)c2ccc(O)cc2)c(C)n1	-4	-5	1.5	-4	-1	-7	13	-11	-2	9
O=C(CN(Cc1ccccc1)S(=O)(=O)c1ccc2c(c1)OCCO2)Nc1ccc2c(c1)OCCO2	-7	-3	0.5	-6	6	-4	-15	8	3	4
N/C(=N\OC(=O)CCc1ccccc1)c1cccc(Br)c1	-6	1	-0.4	5	2	-5	8	-5	0	7

By substructure: the compounds so far with two or more sulfur atoms (3)
SMILES	MBD2 inh	UHRF1 binding	KLK7 zymogen act	Tn7 DDE FP	PLC-beta3 inh	Tn6 DDE FP	ASAP1 GAP inh	ADAM17 inh	PLC-gamma1 inh	ARFGAP1 inhibitor
CCSCc1nnc(SCC(=O)Nc2cccc(C(C)=O)c2)n1C	-2	-1	0.6	6	-5	7	-11	-5	0	5
CCc1cc2c(=O)n(-c3ccccc3)c(SCC(=O)O)nc2s1	3	8	-0.2	7	-10	-1	-9	-2	-1	-5
Cc1nc(N(C)C)c2sc(=S)n(Cc3ccccc3)c2n1	-2	1	0.2	1	1	3	15	0	1	2

Compounds were not picked by outcome; any-hit rate near 4.1%.
